Screening data: PubChem, several laboratories
LMP1 NFkB inh = reduces LMP1-driven NF-kappaB luciferase signal; LMP1-induced NF-kappaB luciferase reporter cells, luminescence; inhibition, % at 12.5 µM; 0.69% of 350,000 active; AID 504558; in the data active means inhibition above about 41%;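 further: 0% = neutral control wells and 100% = reference inhibitor control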
NR2E3 ag-1 = NR2E3 (human) agonism | AID 2300 | GST-NR2E3/biotin-RetCOR TR-FRET, 1536-well | 0.12% of 320,000 active | inhibition of corepressor binding, % at 4.78 µM;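 active means percent inhibition above the cutoff of mean plus 3 SD of all tested compounds, set per screening campaign, cut at about 20% in these data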;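 further: 0% = DMSO wells and 100% = biotin wells as full block of FRET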
Target sequence (Q9Y5X4 whole entry, looked up): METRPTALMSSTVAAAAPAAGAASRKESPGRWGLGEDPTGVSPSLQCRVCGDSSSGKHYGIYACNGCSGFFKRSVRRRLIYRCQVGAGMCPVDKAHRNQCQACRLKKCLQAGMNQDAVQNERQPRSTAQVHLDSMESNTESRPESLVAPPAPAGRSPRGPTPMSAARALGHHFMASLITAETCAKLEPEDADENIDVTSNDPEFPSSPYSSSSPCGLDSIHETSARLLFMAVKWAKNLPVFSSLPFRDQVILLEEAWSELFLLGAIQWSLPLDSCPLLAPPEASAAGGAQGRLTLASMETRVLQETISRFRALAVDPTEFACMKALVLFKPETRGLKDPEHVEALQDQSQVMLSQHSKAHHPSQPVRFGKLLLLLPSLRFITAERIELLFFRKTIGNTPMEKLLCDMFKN
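Test system: GST-NR2E3 and biotin-RetCOR proteins | Quantity: 1.35 nM GST-tagged NR2E3 final | Medium: Tris pH 7.5 | Also added: 7 nM biotin-RetCOR | Dosing: Compound at 4.8 µM, single dose | Timing: 5 h at 4 °C | Detection: Time-resolved FRET | Read-out basis: Percent inhibition | Benchmarks: Biotin wells as high control, 0.6% DMSO wells as low control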
MITF TRPM1 inh = reduces MITF-dependent TRPM1 promoter luciferase signal | SK-MEL-5 TRPM1 promoter luciferase, 24 h | inhibition, % at 12.5 µM | 0.83% of 330,000 active | AID 488899;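 active means mean inhibition across replicates of 60% or more, whatever share of single replicates reaches that level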; further: values of inactives mirror those of a sister screen read the other way
Peg3 prom inh = Peg3 promoter activity inhibition; 1.7% of 360,000 active; HeLa PEG-Prom luciferase reporter, luminescence, overnight; inhibition, % at 20 µM;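 active means inhibition of at least 50% at 20 µM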
CF NFkB block = cystic fibrosis NF-kB activation inhibition; KKLEB NF-kB-GFP reporter, PAF-induced, GFP fluorescence overnight; inhibition, % at 5 µM; 0.86% of 360,000 active; AID 588850;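 active means at least 50% inhibition at 5 µM, scaled per plate between neutral and stimulator controls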;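 further: PAF is a Pseudomonas aeruginosa culture filtrate used as stimulus; plate controls were PAF-stimulated DMSO wells for no effect and unstimulated DMSO wells for full effect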
hiPSC survival = hiPSC single-cell survival enhancement | ATPlite luminescence; 100% = ROCK inhibitor wells, 0% = DMSO | survival enhancement, % at 20 µM | 0.044% of 360,000 active | AID 602274; in the data active means survival enhancement above about 18%;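 further: cells exposed to compounds for 16 hours before the ATP read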
C8 TRAIL sens = sensitizes caspase-8 expressing cells to TRAIL | NB7+C8 cells + TRAIL, ATPlite viability luminescence | inhibition (viability loss, TRAIL sensitization), % at 10 µM | 1% of 360,000 active;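 active means compounds causing at least 50% loss of cell viability in the single-dose screen, relative to plate controls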
Shn3 inh set2 = reduces Shn3 3'UTR luciferase signal in osteoblasts | 0.52% of 360,000 active | AID 588674 | inhibition, % at 12.5 µM | Clone20 osteoblast Shn3 3'UTR firefly luciferase, 24 h;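 active means mean inhibition of at least 75% with every replicate also reaching 75%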;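 further: 0% = median of neutral control wells and 100% = pilot-screen positive control compound; some compounds past the cut are filed as inactive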
NR2E3 ag-2 = activates human NR2E3 receptor; AID 602229; CHO-S Gal4-NCOR/VP16-NR2E3 two-hybrid, luciferase; inhibition of corepressor binding, % at 3.98 µM; Q9Y5X4; 0.35% of 360,000 active;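 active means inhibition above the mean of all tested compounds plus 3 SD, cut at about 70% in these data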;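 further: 0% = DMSO with NR2E3 transfected cells and 100% = cells lacking NR2E3 construct; higher means lower luciferase signal from less NR2E3 corepressor binding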
HIF-2a block = blocks HIF-2a reporter activity. 786-0 RCC cells HIF-2a reporter, luciferase luminescence, overnight. 0.72% of 360,000 active. inhibition, % at 18.8 µM;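 active means inhibition of the luminescence signal of 40% or more relative to plate controls, in a single-dose primary screen at 18.75 µM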
KKLEB cytotox = counter-screen for CF NF-kB inhibitors: cytotoxicity. KKLEB CF airway cells viability, ATPlite luminescence, overnight; active compounds read low; cells stimulated with P. aeruginosa culture filtrate. AID 602141. activity change (cytotoxicity), % at 5 µM. 0.36% of 360,000 active;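 active means corrected activity change at or below -50% at 5 µM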
Starred values were filed as active, the others as inactive; · = no result given. The list is partial (hit frequency here may not be typical).

SMILES	LMP1 NFkB inh	NR2E3 ag-1	MITF TRPM1 inh	Peg3 prom inh	CF NFkB block	hiPSC survival	C8 TRAIL sens	Shn3 inh set2	NR2E3 ag-2	HIF-2a block	KKLEB cytotox
CNC(=O)COc1coc(CN2CCN(C(=O)c3ccco3)CC2)cc1=O	4	1	1	4	0	0.1	-8	5	-11	16	0
CC(C)N(Cc1ccccc1)C(=O)CN1C(=O)NC(Cc2ccccc2)(c2ccccc2)C1=O (stereo unspecified)	3	-4	9	22	-7	-0.1	-12	2	-4	21	-8
CC1(C(=O)O)CCCN(C(=O)C2(c3ccc(Cl)cc3)CCCC2)C1 (stereo unspecified)	·	·	·	-4	1	-0.3	-6	-15	0	12	16
N#Cc1nc(Nc2cc(F)cc(F)c2)c2ncn(CC(F)F)c2n1	-19	2	-57	-334	8	1.3	28	-45	-138	-230	-29
COC(=O)c1ccc(C23CC4(C2)[C@H](CN(Cc2ccc(-c5ccccc5)cc2)[C@@H]4c2ccccc2)C3c2ccccc2)cc1 (stereo partly specified)	7	0	-1	-10	27	-2.5	-4	-16	12	3	11
CCCCN(C(=O)C1CCC1)c1c(N)n(CCC)c(=O)[nH]c1=O	-1	-2	2	-4	-8	-0.3	-8	6	-7	-1	-9
CCc1ccccc1NC(=S)N(CCCN(C)C)Cc1cc2cc3c(cc2[nH]c1=O)OCO3	5	2	25	7	-18	3.5	5	56	6	22	22
O=S(=O)([O-])C/C(=C\c1ccc(Cl)cc1)c1cc[n+](CCO)cc1	-4	-3	-17	3	-16	-0.9	-5	6	0	19	10
CCOC(=O)c1c[nH]n2c(=S)ncnc12	-4	·	·	-10	4	4.4	1	2	-28	-2	-1
O=C(c1ccc(S(=O)(=O)N2CCCCCC2)cc1)N1CCCC(C(F)(F)F)C1 (stereo unspecified)	-1	-1	-6	23	17	0.0	3	-4	-15	11	-11
Cc1cnc(-c2nnc(N(C)C(=O)C3CCOC3)s2)cn1 (stereo unspecified)	-3	1	-19	-43	-8	0.0	3	-23	-54	-73	-6
O=C(CCc1ccccc1)NC1C2CC3CC(C2)CC1C3 (stereo unspecified)	1	0	-9	-8	0	1.2	-3	1	-5	-22	0
Cn1c(=S)[nH]c2c(c1=O)C(C)(C)Cc1ccccc1-2	-2	39*	5	9	-15	-2.8	0	2	15	19	9
CCCOc1ccc(C(=O)NCC(c2ccco2)N(C)C)cc1 (stereo unspecified)	-2	-5	-14	-13	10	-0.1	-8	3	-24	-16	-13
CC(C)C(C)NC(=O)COc1ccc(-c2ccccc2)cc1 (stereo unspecified)	10	-1	-9	-32	-11	-0.2	12	14	-9	-43	2
Cc1ccc(NC(=O)CCN2CCN(C/C=C/c3ccccc3)CC2)cc1	5	0	-4	24	-18	0.0	0	-12	5	-1	9
CC(=O)NCCC(=O)N1CCc2c([nH]c3ccccc23)C1c1cccc(Cl)c1 (stereo unspecified)	-23	2	21	22	-8	0.1	-4	-16	8	-7	-1
Cn1c(-c2ccc3c(c2)OCO3)cnc1NCc1ccccc1	10	-1	-6	-43	-2	4.8	1	-35	-20	-54	1
Cc1ccc(NC(=O)CSc2ccc3nnc(CCNC(=O)c4ccccc4)n3n2)c(C)c1	8	-1	-2	10	3	2.1	-2	1	10	13	-7
Clc1ccccc1-c1nc2ccccc2c2nc3ccccc3n12	1	2	0	32	-35	2.0	11	-13	-3	25	1
O=C(NC(C(=O)c1ccccc1)N1CCCCC1)c1ccccc1 (stereo unspecified)	5	-3	-26	-66	7	-1.7	-3	-11	-19	-43	-6
Fc1ccc2nc(Nc3nc4cc5c(cc4s3)OCO5)sc2c1	-31	0	-58	-319	-13	-1.1	15	-69	-52	-231	4
CCOC(=O)C1=CC[C@H]2c3c(c4ccccc4n3C)C(=O)C1N2C(=O)OC(C)(C)C	3	0	3	12	2	-2.8	-6	-4	-37	9	-4
Cc1cc(C)nc(NC2=NCC(=O)N2c2ccc(F)c(Cl)c2)n1	-7	0	3	8	-3	4.3	-11	-22	-33	5	-3
c1ccc(C2CSc3ccccc3N2)cc1 (stereo unspecified)	-11	-2	-37	-54	-19	-0.4	-8	-25	-110	-156	-2
O=C1CCCCC1Sc1nnc(Cc2cccs2)n1CCc1ccccc1 (stereo unspecified)	2	-3	1	14	-1	2.8	5	2	-30	2	-3
O=C(/C=C/c1c(Cl)cccc1Cl)N1CCN(c2ncccn2)CC1	-5	-2	-3	-5	8	8.2	-5	-10	-8	-20	2
O=C(O)CN1C(=O)/C(=C\c2cccc(OCc3ccccc3)c2)SC1=S	-8	7	-11	-22	8	-0.3	4	8	-51	-49	5
COc1ccc(N(CC(=O)NCc2ccc(F)cc2)C(=O)c2snc(C(N)=O)c2N)cc1OC	3	1	1	12	-6	-0.1	-6	1	-8	13	-5
COc1ccc(CCn2c(=S)[nH]c3ccc(N4CCOCC4)cc3c2=O)cc1OC	2	-3	-13	14	18	0.6	4	3	1	20	-5
Cc1cnc(NC(=O)C(C)N2C(=O)C3CC=CCC3C2=O)s1 (stereo unspecified)	-2	1	6	6	-1	2.5	6	2	-9	16	9
C=CCOc1ccc(C2C(C#N)=C(N)N(Nc3ccccc3)C3=C2C(=O)CC(C)(C)C3)cc1OC (stereo unspecified)	14	5	17	40	-2	1.6	9	16	-28	-10	1
NS(=O)(=O)c1ccc(NCc2cc(Cl)ccc2OCc2ccc(F)cc2)cc1	0	0	-1	1	10	-0.7	5	22	-13	6	5
Cc1cc(/C=C2/C(=N)N3C(=NC2=O)SN=C3S(C)(=O)=O)c(C)n1-c1ccccc1F	6	2	-4	-187	10	-4.3	85*	-33	-78	-186	-3
CCCn1c(C)nnc1SCC(=O)NC1CCCCC1	3	1	-7	6	-2	-0.1	-15	-3	-47	19	13
O=[N+]([O-])c1ccc(SCCO)nc1SCCO	2	1	-5	10	13	-0.4	-9	11	13	23	-2
COc1ccc2c(c1)C(C)CC(C)(C)N2C(=O)NC1CCCCC1 (stereo unspecified)	-10	1	-6	-29	1	0.2	4	-29	-1	-80	6
COCCOC(=O)c1cc(C(=O)c2cc(F)ccc2O)coc1=N	-8	1	2	15	2	-0.8	2	-2	-12	-1	-4
Cc1ccc(S(=O)(=O)N2CC=C(C(=O)NCCC(C)C)CC2)cc1	-8	-3	7	15	12	-0.6	-31	1	12	8	-4
COc1ccccc1-c1nc(SCC(=O)O)n[nH]1	-6	2	10	24	-10	2.2	-5	3	22	18	1

Given in markdown: part of the list above.
| smiles | LMP1 NFkB inh | NR2E3 ag-1 | MITF TRPM1 inh | Peg3 prom inh | CF NFkB block | hiPSC survival | C8 TRAIL sens | Shn3 inh set2 | NR2E3 ag-2 | HIF-2a block | KKLEB cytotox |
| --- | --- | --- | --- | --- | --- | --- | --- | --- | --- | --- | --- |
| c1ccc(C2CSc3ccccc3N2)cc1 (stereo unspecified) | -11 | -2 | -37 | -54 | -19 | -0.4 | -8 | -25 | -110 | -156 | -2 |
| O=C1CCCCC1Sc1nnc(Cc2cccs2)n1CCc1ccccc1 (stereo unspecified) | 2 | -3 | 1 | 14 | -1 | 2.8 | 5 | 2 | -30 | 2 | -3 |
| O=C(/C=C/c1c(Cl)cccc1Cl)N1CCN(c2ncccn2)CC1 | -5 | -2 | -3 | -5 | 8 | 8.2 | -5 | -10 | -8 | -20 | 2 |
| O=C(O)CN1C(=O)/C(=C\c2cccc(OCc3ccccc3)c2)SC1=S | -8 | 7 | -11 | -22 | 8 | -0.3 | 4 | 8 | -51 | -49 | 5 |

Carrying on.
SMILES	LMP1 NFkB inh	NR2E3 ag-1	MITF TRPM1 inh	Peg3 prom inh	CF NFkB block	hiPSC survival	C8 TRAIL sens	Shn3 inh set2	NR2E3 ag-2	HIF-2a block	KKLEB cytotox
O=C1C(Cl)=C(NC(=O)c2ccccc2)C(=O)C(Cl)=C1NC(=O)c1ccccc1	-1	-5	48	103*	52*	-0.6	11	16	6	72*	7
COc1cc(NS(=O)(=O)c2ccc(N/C=C(\C=O)c3nc4ccccc4o3)cc2)nc(OC)n1	3	5	3	14	-12	0.5	-3	0	-24	10	-7
CCN(CC)C(=O)C1=C(C)Nc2ncnn2C1c1cccnc1 (stereo unspecified)	8	0	-11	11	-3	0.4	-3	-26	-16	11	-1
COc1ccccc1OCCOC(=O)Nc1ccccc1	0	-1	-14	-67	6	0.3	0	-17	-8	-69	-14
COc1ccc2cc(C(=O)NCCO)sc(=O)c2c1OC	-13	-1	-4	14	-4	-1.0	15	-1	1	12	-2
O=c1[nH]cnc2cc(Cl)ccc12	6	-2	4	10	3	-1.2	5	·	2	4	-1
O=C(CCC(=O)c1ccc(Br)cc1)Nc1cccc(C(F)(F)F)c1	-8	4	-3	0	1	-0.9	-7	7	-6	12	-2
Cn1c(=O)c2c(nc(Cl)n2Cc2ccc(Cl)c(Cl)c2)n(C)c1=O	-2	-2	0	21	-11	0.1	-3	28	-23	20	-7
COc1cccc2[nH]c3c(Cl)ncnc3c12	-10	-5	-3	-14	-12	3.3	13	6	-23	11	9
Cc1ccc(N2C(=O)CC(N3CCN(c4ccccn4)CC3)C2=O)cc1 (stereo unspecified)	-5	1	-1	10	2	-1.7	-2	4	-2	10	2
CC1CCN(S(=O)(=O)c2ccc(NC(=O)C3CCN(C(=O)c4ccco4)CC3)cc2)CC1	5	6	37	15	3	-0.4	16	66	15	16	-6
COc1ccc(C(OC(=O)c2ccco2)C(=O)NCc2ccc(C)cc2)cc1 (stereo unspecified)	5	1	1	5	2	-2.4	1	14	-19	6	3
O=C(Nn1cnnc1)c1cc(-c2cccc(Br)c2)nc2ccccc12	8	2	2	-13	-28	-0.7	37	3	-9	-72	3
CN(C(=O)COC(=O)c1nn(C)c(=O)c2ccccc12)c1c(N)n(Cc2ccccc2)c(=O)[nH]c1=O	2	0	6	-18	2	-0.5	-9	-6	-11	12	-29
CCNc1nc(CSc2ccccc2)nc2sc(C)c(C)c12	3	-5	1	-12	17	0.8	-3	9	10	-47	-4
N#Cc1ccccc1NC(=O)COC(=O)/C=C/c1ccc(S(=O)(=O)N2CCOCC2)cc1	-5	·	·	14	-2	-0.3	4	-8	-13	14	0
Cn1cc(C(=O)c2ccc(Cl)cc2)cc1-c1nc2ccccc2n1C	1	0	9	20	-17	-0.6	14	70	49	4	0
Cc1ccc(C)c(N2CCN(C(=O)CCS(=O)(=O)c3ccc4c(c3)NC(=O)C(C)S4)CC2)c1 (stereo unspecified)	17	3	31	34	9	-0.5	37	85	10	4	9
Cc1nnc(SCc2cc(=O)[nH]c(/N=C(\N)Nc3ccccc3Sc3ccccc3)n2)s1	-3	2	11	7	1	1.9	-5	1	21	17	-3
CCN(CC(=O)Nc1ccc2c(c1)OCCO2)CC(=O)Nc1ccc(C)c(S(=O)(=O)N(C)C)c1	-1	·	-6	-17	7	-0.5	-14	10	-8	-29	1
O=C(CSc1nccc(=O)[nH]1)N1N=C2/C(=C/c3ccco3)CCCC2C1c1ccco1 (stereo unspecified)	-10	0	13	-6	-7	0.4	-1	-8	-9	-2	6
COc1ccc(/C=C/C(=O)O)cc1COc1ccccc1C	-4	0	9	1	-2	-1.1	0	0	19	11	-3
Cc1ccc(NC(=O)CSc2sc3c(O)cc(=O)[nH]c3c2C#N)c(F)c1	-3	5	-6	0	-6	-0.4	20	-3	-7	-4	9
